ERK EGF inh: qHTS Assay for Inhibitors of the ERK Signaling Pathway using a Homogeneous Screening Assay; Stimulation with EGF; HEK293-V1b, EGF-stimulated phospho-ERK AlphaScreen; Potency, µM (series often up to 11.5 µM), for inactives: at the highest dose activity change, negative = inhibition, hits mostly inhibitors; 130,000 compounds, 0.41% hits; AID 1454, 2008; active = well fitted inhibition curve with a large enough effect; inconclusive = small, poorly fitted or top-dose-only effect, or effect the other way;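 also: plate controls were stimulated vehicle wells for no effect and unstimulated vehicle basal for full effect; nearly all actives have a fitted effect of over 55% in size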
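HEK293 cells stably expressing V1b receptor, serum-reduced (1% FBS) overnight, pretreated 30 min with compound, then stimulated 5 min with 25 nM EGF; phospho-ERK detected by AlphaScreen SureFire. AC50 from Hill fits, normalized to DMSO and EGF.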
* hit, by the source's call; ? = inconclusive; [ ] = dose if it differs, or a comment. Potency is read from the fitted curve at half-maximal effect. An excerpt; rates above refer to the full screens.

SMILES	ERK EGF inh
COC(=O)[C@@H]1C[C@@H]2CC[C@@H](O)C[C@@H]2N1Cc1ccc(N2CCOCC2)cc1	-6%
CC(=O)O[C@@H]1C(CO[Si](C)(C)C(C)(C)C)=C(Br)C(=O)[C@@H]2O[C@]12C	-11%
CCc1ccc(NC(=O)Cn2cccc2)cc1	0%
CC(OC(=O)CCCSc1nc2ccccc2s1)C(=O)NC(N)=O (stereo not drawn)	-5%
CCN(CC)c1ccc(/C=C2\C(=O)N(c3nnc(C)c(=O)[nH]3)N=C2C)cc1	2%[57.5 µM]
Cc1ccc(S(=O)(=O)N(C)C)cc1NC(=O)COC(=O)c1n[nH]c(=O)c2ccccc12	10%
CC(C)(C)C1=CC(=O)C(N2CCOCC2)=CC1=O	5%
c1ccc(-c2cn(-c3ccccc3)c3[n+]2CCCS3)cc1	-7%[57.5 µM]
CCOc1cc(NC(=S)NCCCN(C)C)c(OCC)cc1NC(=O)c1cccs1	9%
COc1ccc(/C=N/N2CCOCC2)cc1COc1ccc(Cl)cc1	-3%
Cn1nnnc1SC(C(=O)Nc1cccc(C(F)(F)F)c1)c1ccccc1 (stereo not drawn)	0%
O=C(COC(=O)Cn1cnc2ccccc21)Nc1cccc([N+](=O)[O-])c1	-4%
O=S(=O)(c1ccccc1)c1cc(O)ccc1O	3%
CNc1ccccc1C(=O)OCC(C)=O	3%
COc1ccc(CNC(=O)/C=C/c2ccccc2[N+](=O)[O-])cc1	1%
Cc1nc2ccccn2c1C(=O)NNS(=O)(=O)c1ccc(Cl)cc1	28%[57.5 µM]
CNc1ccn(C2CCCO2)c(=O)n1 (stereo not drawn)	2%[57.5 µM]
O=C(O)CC(SCC(=O)Nc1ccc(Br)cc1)C(=O)O (stereo not drawn)	-5%
N/C(=N\OC(=O)CCn1cccc(C(F)(F)F)c1=O)c1ccc(OC(F)(F)F)cc1	0%[57.5 µM]
Cc1cc(Cl)c(S(=O)(=O)NC(C)C)cc1OCC(N)=O	-1%

The closing 2 compounds of the part above are carried over, then new ones follow.
SMILES	ERK EGF inh
N/C(=N\OC(=O)CCn1cccc(C(F)(F)F)c1=O)c1ccc(OC(F)(F)F)cc1	0%[57.5 µM]
Cc1cc(Cl)c(S(=O)(=O)NC(C)C)cc1OCC(N)=O	-1%
Cc1cc(/C=C2/C(=O)NN(c3ccccc3)C2=O)c(C)n1-c1ccc(O)cc1	12%
O=C(CCCn1cnc([N+](=O)[O-])n1)Nc1ccc(F)c(Cl)c1	1%
COc1cc2c(cc1OC)C(C)N(Cc1ccc3c(c1)OCO3)CC2 (stereo not drawn)	-1%[57.5 µM]
Cc1ccc(NC(=O)Cc2ccccc2)c(C)c1	-4%
CC(C)n1c(=S)[nH]c2cc(Cl)ccc21	3%[57.5 µM]
O=C(N/N=C\c1ccncc1)c1ccccc1O	-12%
CC(C)CCNC(=O)NC(=O)COC(=O)CCN=C1NS(=O)(=O)c2ccccc21	?
CC(=O)NNc1cc(C)nc(N)n1	8%[57.5 µM]
COc1cccc(N(CC(=O)NCC2CCCO2)C(=O)CNS(=O)(=O)c2ccccc2)c1 (stereo not drawn)	-2%
c1ccn2cc(-c3ccc4c(c3)OCO4)cc2c1	-9%
CCc1ccc(NC(=O)CSc2nc(O)cc(=O)n2C2CCCC2)cc1	8%
O=C(CCC(=O)Nc1nnc(C2CCCCC2)s1)NCc1ccccc1	-13%[57.5 µM]
COc1ccc(N=Cc2cc3c(cc2O)OC(N)=C(C#N)C3c2ccccc2)cc1 (stereo not drawn)	-1%
CC(/C=N\NC(=O)CN1CCN(Cc2ccccc2)CC1)=C\c1ccco1	2%
CCOC(=O)CSc1n[nH]c(NC(C)=O)n1	-4%[57.5 µM]
COC(CNC(=O)c1cccc(-n2c(=S)[nH]c3cc(Cl)ccc3c2=O)c1)OC	-8%
COc1ccc(/C=N/NC(=O)CCSc2nc3ccccc3s2)cc1	1%
CC1(C)OC2OC(C(=O)N/N=C/c3cc(Br)ccc3O)C3OC(C)(C)OC3C2O1 (stereo not drawn)	-4%
CCOC(=O)c1c(C)n(C)c2cc(CN(C)C)c(O)c(S(=O)(=O)c3ccccc3)c12	1%
Cc1cc(C)c2nc(NNC(=O)c3ccc(S(=O)(=O)N4CCCCC4)cc3)sc2c1	0%

A second format for part of the listing above.
structure,ERK EGF inh
CC(C)CCNC(=O)NC(=O)COC(=O)CCN=C1NS(=O)(=O)c2ccccc21,?
CC(=O)NNc1cc(C)nc(N)n1,8%[57.5 µM]
COc1cccc(N(CC(=O)NCC2CCCO2)C(=O)CNS(=O)(=O)c2ccccc2)c1 (stereo not drawn),-2%
c1ccn2cc(-c3ccc4c(c3)OCO4)cc2c1,-9%
CCc1ccc(NC(=O)CSc2nc(O)cc(=O)n2C2CCCC2)cc1,8%
O=C(CCC(=O)Nc1nnc(C2CCCCC2)s1)NCc1ccccc1,-13%[57.5 µM]

Additional compounds
SMILES	ERK EGF inh
CSc1ncccc1C(=O)Nc1nc2ccc(F)cc2s1	-5%
O=C1CSC(=S)N1/N=C/C=C/c1ccccc1	-5%
COc1ccc(-n2c(=O)c3c4c(sc3n(CC(=O)NCc3ccco3)c2=O)CCC4)c(OC)c1	7%
Cc1cccc(NC(=S)N(CCCN2CCOCC2)Cc2cn(C)c3ccccc23)c1	1%
COc1ccc(OCCNC(=O)C(Cc2c[nH]c3ccccc23)NC(C)=O)cc1 (stereo not drawn)	9%
CCOC(=O)CC(NC(=O)Cc1ccccc1)c1ccccc1Cl (stereo not drawn)	-2%
CC(C)Oc1cccc(C(=O)NC(=S)NCc2cccnc2)c1	3%
Cc1nn(-c2ccccc2)c(C)c1/C=N/NC(=O)CSc1nnc(SCc2cccc3ccccc23)s1	-4%
CC(=O)Nc1ccc(-c2cc(C(=O)O)c3ccccc3n2)cc1	5%[57.5 µM]
CCN(CC(=O)Nc1cccc(OC)c1)CC(=O)Nc1ccc(C)cc1Cl	4%
COCc1ccc(C(=O)NC(C)c2cnn(-c3ccccc3C)c2C)o1 (stereo not drawn)	1%
Cc1cc(C)c(C#N)c(SCc2ccccc2[N+](=O)[O-])n1	-2%
Cc1c(O)c(=O)ccn1C	10%[57.5 µM]
Cc1nn(C)cc1C(C)NC(=O)c1cc(COc2c(F)cccc2F)on1 (stereo not drawn)	-5%
O=C1NCCCC1C(=O)N/N=C/c1ccccc1O (stereo not drawn)	4%
O=C(CN1CCN(Cc2ccccc2)CC1)Nc1ccc2c(c1)CCC2	4%
Cn1c(=O)c2c(ncn2CCNC2=NCCCCC2)n(C)c1=O	-2%
CCC(CO)Nc1ccc(-c2nn(C)c(=O)c3ccccc23)cc1[N+](=O)[O-] (stereo not drawn)	-3%
COc1cc2c(cc1OC)C(=O)OC2	30%
Cc1ccc(NC(=O)COC(=O)Cc2csc(-c3ccc(Cl)cc3)n2)cc1C	2%

Part of the list above, as a markdown table:
| canonical_smiles | ERK EGF inh |
| --- | --- |
| COc1ccc(-n2c(=O)c3c4c(sc3n(CC(=O)NCc3ccco3)c2=O)CCC4)c(OC)c1 | 7% |
| O=C(CN1CCN(Cc2ccccc2)CC1)Nc1ccc2c(c1)CCC2 | 4% |

Further records:
SMILES	ERK EGF inh
O=C(COC(=O)C1=COCCO1)NCc1ccc(Cl)cc1	0%
Cc1cc2ccccc2n2c(SCC(=O)NCC3CCCO3)nnc12 (stereo not drawn)	-6%
Cc1cc(N2CC(C)OC(C)C2)n2cc(-c3ccccc3)nc2n1 (stereo not drawn)	-1%
CCCn1nc(NS(=O)(=O)c2ccccc2)c2cc3cc(C)ccc3nc21	10%
Cc1nc(/C=C/c2ccccc2)[nH]c(=O)c1-c1ccccc1	5%
O=C(CSc1n[nH]c(=O)[nH]c1=O)c1ccc([N+](=O)[O-])cc1	-3%[57.5 µM]
CCCCCCCCC1OC1CCCCCCCC(=O)O (stereo not drawn)	-14%
CCSc1ccc(C(=O)Nc2cccc(C)n2)cc1[N+](=O)[O-]	-7%
Cc1cc(CNC(=O)c2cccc([N+](=O)[O-])c2)c2ccccc2n1	2%
CCN(CC)S(=O)(=O)c1ccc(C)c(NC(=O)CNCCN(C(C)C)C(C)C)c1	20%
NC(N)=Nc1nc(CSCC/C(N)=N\S(N)(=O)=O)cs1	21%
COc1ccc(-c2cccc(C3CC=CC4C3C(=O)N(Cc3ccccc3)C4c3ccc4ccccc4c3)c2)cc1 (stereo not drawn)	7%[57.5 µM]
CC(C)Cn1c(/C=C/c2ccco2)nc2ccccc21	-6%
COc1ccc(NC(=O)CC2Nc3cccc4cccc(c34)NC2=O)cc1 (stereo not drawn)	6%
O=c1nc2n(c3ccc(Br)cc13)CCS2	-15%
CCCCC(=O)OCC(=O)c1cc(C)n(-c2c(C)n(C)n(-c3ccccc3)c2=O)c1C	11%
FC(F)(F)c1ccccc1-c1cc(N2CCNCC2)ncn1	27%
CNc1nc(N)c(C(=O)C23CC4CC(CC(C4)C2)C3)s1	-4%
COc1cc(/C=C(\C#N)C(=O)NCCc2ccccc2)cc(OC)c1O	-7%[57.5 µM]
CC1(C)C2CCC1(CS(=O)(=O)Nc1ccccc1)C(=O)C2 (stereo not drawn)	-12%
Cc1cccc2nc(-c3cccnc3)c(NCCC(C)C)n12	13%
Cc1ccc2c(C(=O)CNc3nncs3)c(C)[nH]c2c1	1%[57.5 µM]
CCOc1ccc(NC(C)=O)cc1[N+](=O)[O-]	6%
O=C(Nc1cccnc1Oc1ncnc2cc(Cl)ccc12)c1ccc(F)cc1	-13%[57.5 µM]
COc1ccc(Cc2cc(-c3ccc(F)cc3)n[nH]c2=O)cc1	1%[57.5 µM]
O=Cc1c(C(=O)O)n(CC(=O)O)c2ccccc12	-2%
COc1ccccc1C(=O)Nc1cccc(S(=O)(=O)N2CCCC2)c1	23%[57.5 µM]
Cc1ccccc1C(=O)Nc1nc(SCc2ccc(Cl)cc2)n[nH]1	-3%[57.5 µM]
OCCNC(=S)Nc1ccc(Cl)c(Cl)c1	1%
O=C(/C=C/c1ccc2ccccc2n1)c1cc(Cl)ccc1O	7%[57.5 µM]
CN(C)c1ccc(-c2nc3ccccn3c2/N=C/c2ccc(Br)cc2)cc1	?
COCCn1c(C)cc(C(=O)CSc2nc3nc(C)cc(C)n3n2)c1C	9%
COC(=O)/C=C/c1ccsc1NC(C)=O	-10%
COc1ccc(/C=C2\SC(=O)N(CC(=O)NN3CCN(C)CC3)C2=O)cc1OC	-5%[57.5 µM]
Cc1ccc(NC(=O)CCn2cnc3ccccc3c2=O)c(C)c1	-2%
CC(C)(C)NC(=O)CN1CCC(NC(=O)C23CC4CC(CC(C4)C2)C3)CC1	0%
CCOC(=O)Nc1ccc(OC)c([N+](=O)[O-])c1	-9%
CCC(=O)c1c[nH]c(C(=O)N2CCN(c3ccccc3)CC2)c1	3%
CSc1c(CC(=O)Nc2ccccc2C(F)(F)F)n(Cc2ccccc2)c2ccccc12	-8%
Cc1cccc(CN2CCN(Cc3ccc(-n4cccn4)cc3)CC2CCO)n1 (stereo not drawn)	-15%[57.5 µM]
CCCCCCCNC(=O)c1ccc(N2CCC3(CC2)OCCO3)c([N+](=O)[O-])c1	3%
c1ccc2sc(-c3ccncc3)nc2c1	2%[57.5 µM]
COC(=O)c1ccc(OS(=O)(=O)N(C)C)cc1	-3%
Cc1cc(O)ccc1N/C=C/c1onc(C)c1[N+](=O)[O-]	-2%
COc1ccc(C2=CC(=O)OC(C)(c3ccccc3)O2)cc1 (stereo not drawn)	0%
CN(C)CCCNc1cc(C(C)(C)C)nc2c(-c3ccc(Cl)cc3)cnn12	?
O=C(Cc1ccccc1)Nc1ccc(C(=O)O)cc1	7%
O=C(NC(N1CCOCC1)C(Cl)(Cl)Cl)c1ccc(Br)cc1 (stereo not drawn)	3%
CC(=O)c1cccc(Nc2cc(C)nc3c(C)cc(C)cc23)c1	4%
CN(C(=O)CN(CCO)CC(=O)N(C)C(C)(C)Cc1ccccc1)C(C)(C)Cc1ccccc1	-11%
Cc1ccc(N(Cc2cc3ccccc3[nH]c2=O)S(=O)(=O)c2ccccc2)cc1	6%
COc1ccc(CC(=O)O/N=C(\N)Cc2cccc3ccccc23)cc1OC	-5%
COCCNCc1ccc(C(C)C)cc1	-5%
C=CCN1C(=O)NC(c2ccccc2)(C(F)(F)F)S/C1=C(\C#N)c1nnc(N2CCOCC2)n1-c1ccccc1 (stereo not drawn)	-6%
Cc1ccc(OS(=O)(=O)c2ccc(-c3csc(C)n3)s2)c(C)c1	2%[57.5 µM]
Cc1ccc2c(c1)C(=O)c1c(C(=O)O)cccc1-2	3%
O=C1NC(=O)/C(=C/c2ccc(N3CCOCC3)o2)N1	-10%[57.5 µM]
Cn1nc(C(=O)NNc2c(F)c(F)cc(F)c2F)c2ccccc2c1=O	-11%
Cc1cc(C)c[n+](-c2nc3ccccc3nc2C(=C=[N-])C#N)c1	0%
O=C(CSc1nc2ccccc2c(=O)n1CCC(=O)N1CCN(c2ccccc2)CC1)NCC1CCCO1 (stereo not drawn)	-5%

3 structures out of the list, ordered by heavy-atom count, smallest number first:
SMILES	ERK EGF inh
CCOC(=O)CSc1n[nH]c(NC(C)=O)n1	-4%[57.5 µM]
CSc1ncccc1C(=O)Nc1nc2ccc(F)cc2s1	-5%
COc1ccc(-c2cccc(C3CC=CC4C3C(=O)N(Cc3ccccc3)C4c3ccc4ccccc4c3)c2)cc1 (stereo not drawn)	7%[57.5 µM]

Following part:
SMILES	ERK EGF inh
COCCN=c1scc(-c2cc(OC)ccc2OC)n1/N=C/c1c[nH]c2ccccc12	1%
O=C(c1ccc(Oc2ccccc2)cc1)C1CCCN(C(=O)c2cnccn2)C1 (stereo not drawn)	-9%[57.5 µM]
Cn1cccc1C(=O)N1CCC2(CCCN(c3ccccc3)C2)CC1	8%
Fc1ccccc1CN1CCCN(C(=S)Nc2cccc(Cl)c2)C1	-3%
CC1(C)C(c2ccco2)=[N+]([O-])C2(CCCCC2=O)N1O (stereo not drawn)	1%
CNC(=S)N/N=C(\C)c1ccc(N2CCOCC2)cc1	3%
O=C(NCc1ccccn1)c1cc(-c2ccccc2)nc2ccccc12	4%
Cc1cccc(NC(=O)c2sc3nc(N)c(C#N)cc3c2N)c1	-2%

Compound activity: PubChem, National Center for Advancing Translational Sciences (NCATS)
